# Screening data: PubChem, The Scripps Research Institute Molecular Screening Center
# PREPL inhibitor – inhibits the human prolyl oligopeptidase-like enzyme | Q4J6C6 | recombinant PREPL, fluorescence polarization activity-based probe | inhibition, % at 5.96 µM | 320,000 tested, 0.68% active | AID 2751; in the data active = inhibition above about 43%;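 note: 0% = enzyme with DMSO and 100% = wells lacking enzyme; many of its hits are not listed in these tables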
# LYPLA1 inh – LYPLA1 (human) inhibition in PME1 counter-screen; recombinant LYPLA1, FP-Rh probe fluorescence polarization; inhibition, % at 5.9 µM; 320,000 tested, 0.16% active; AID 2174;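 active = inhibition above the mean of all tested compounds plus 3 SD, set per campaign, cut at about 14% in these data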;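 note: inhibitors block serine hydrolase probe labeling of LYPLA1 so polarization falls; 0% = enzyme with DMSO and 100% = wells lacking LYPLA1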
# PAFAH1B3 FP inh – inhibitors of human PAFAH1B3; recombinant PAFAH1B3, FP-rhodamine probe, fluorescence polarization; inhibition, % at 3.39 µM; 340,000 tested, 0.28% active; AID 492972;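 active = inhibition above the screen-wide average of all tested compounds plus 3 SD, cut at about 25% in these data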;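 note: 0% = enzyme with DMSO only and 100% = wells lacking PAFAH1B3 protein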
# LYPLA2 counter – counter-screen for PME1 inhibitors: inhibitors of human LYPLA2 | O95372 | recombinant LYPLA2, FP-Rh probe fluorescence polarization | inhibition, % at 5.9 µM | 320,000 tested, 0.38% active;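 active = inhibition above the screen-wide mean plus 3 SD, limit set per campaign, cut at about 26% in these data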;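 note: 0% = LYPLA2 with DMSO and 100% = wells lacking LYPLA2 enzyme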
# PME-1 inh – PME-1 (human) inhibition; Q9Y570; recombinant PME-1, FP-Rh probe fluorescence polarization; inhibition, % at 5.9 µM; 320,000 tested, 0.53% active; AID 2130;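 active = inhibition above the campaign mean of all compounds plus 3 SD, cut at about 26% in these data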;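 note: competitive labeling of PME-1 active site by serine hydrolase directed probe; 0% = PME-1 with DMSO and 100% = wells lacking PME-1 enzyme; inhibitors block probe labeling so polarization falls and inhibition rises; many of its hits are not listed in these tables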
# Target sequence (Q9Y570 whole entry, looked up): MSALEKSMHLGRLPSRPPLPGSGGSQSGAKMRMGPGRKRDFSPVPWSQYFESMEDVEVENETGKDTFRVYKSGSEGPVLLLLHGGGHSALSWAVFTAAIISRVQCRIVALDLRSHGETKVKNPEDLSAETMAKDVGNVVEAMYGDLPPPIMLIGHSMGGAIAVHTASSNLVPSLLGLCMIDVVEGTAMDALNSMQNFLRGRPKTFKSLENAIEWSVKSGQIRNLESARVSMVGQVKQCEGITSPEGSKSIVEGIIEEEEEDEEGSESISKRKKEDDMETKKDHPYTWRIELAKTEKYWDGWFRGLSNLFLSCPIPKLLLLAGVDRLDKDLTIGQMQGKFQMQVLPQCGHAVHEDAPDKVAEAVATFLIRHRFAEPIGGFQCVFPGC
# PAD4 inh – PAD4 (human) enzyme inhibition; Q9UM07; recombinant PAD4, RCA probe fluorescence polarization; 330,000 tested, 0.41% active; inhibition, % at 6.36 µM; AID 485272;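 active = percent inhibition above a cutoff equal to the mean of all tested compounds plus 3 SD, cut at about 15% in these data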;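 note: 0% = PAD4 with RCA probe and DMSO and 100% = probe without PAD4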
# GSTO1 counter – GSTO1 inhibition, counter-screen for RBBP9 inhibitors | P78417 | recombinant GSTO1, activity-based probe fluorescence polarization | inhibition, % at 5.96 µM | 300,000 tested, 1.1% active | AID 1974;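 active = inhibition above the campaign mean inhibition plus 3 SD, cut at about 35% in these data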;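 note: 0% = GSTO1-1 with DMSO and 100% = wells lacking GSTO1-1 enzyme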
# PAFAH1B2 inh – inhibitors of human PAFAH1B2 | P68402 | inhibition, % at 3.39 µM | recombinant PAFAH1B2, FP-rhodamine activity probe, fluorescence polarization | 340,000 tested, 1.2% active;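 active = inhibition above the mean of all tested compounds plus 3 SD, cut at about 24% in these data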;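 note: 0% = enzyme with DMSO and 100% = wells lacking PAFAH1B2; many of its hits are not listed in these tables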
# Target sequence (P68402 whole entry, looked up): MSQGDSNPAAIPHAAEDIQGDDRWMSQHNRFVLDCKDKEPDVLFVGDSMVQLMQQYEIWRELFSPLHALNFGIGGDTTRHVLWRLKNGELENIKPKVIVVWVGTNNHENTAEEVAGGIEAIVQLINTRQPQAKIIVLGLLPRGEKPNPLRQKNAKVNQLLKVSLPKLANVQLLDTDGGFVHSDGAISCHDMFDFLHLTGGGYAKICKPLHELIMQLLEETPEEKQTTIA
# pPAFAH inh – inhibitors of human plasma PAF acetylhydrolase (pPAFAH). Q13093. recombinant pPAFAH, FP-rhodamine probe fluorescence polarization. inhibition, % at 3.39 µM. 330,000 tested, 1.5% active;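 active = inhibition above the mean inhibition across the screen plus 3 SD, cut at about 25% in these data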;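 note: inhibitors block binding of the rhodamine activity-based probe so polarization drops; 0% = enzyme with DMSO and 100% = wells lacking pPAFAH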
# Target sequence (Q13093 whole entry, looked up): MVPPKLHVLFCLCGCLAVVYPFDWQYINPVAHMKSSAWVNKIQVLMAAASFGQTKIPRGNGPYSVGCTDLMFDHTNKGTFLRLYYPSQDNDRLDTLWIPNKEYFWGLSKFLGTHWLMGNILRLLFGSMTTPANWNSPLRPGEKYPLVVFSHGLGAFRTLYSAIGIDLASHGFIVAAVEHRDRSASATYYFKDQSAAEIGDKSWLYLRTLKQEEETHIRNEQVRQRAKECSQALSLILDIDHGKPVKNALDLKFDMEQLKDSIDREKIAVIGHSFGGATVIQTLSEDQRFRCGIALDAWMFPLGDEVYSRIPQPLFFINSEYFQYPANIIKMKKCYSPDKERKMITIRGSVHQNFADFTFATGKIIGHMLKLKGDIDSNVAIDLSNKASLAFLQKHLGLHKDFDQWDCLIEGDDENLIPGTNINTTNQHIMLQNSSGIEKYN
# Active calls of the source: *; . = no result given. A portion of the library, so the mix of outcomes need not match the whole.
# Each structure is followed by: PREPL inhibitor	LYPLA1 inh	PAFAH1B3 FP inh	LYPLA2 counter	PME-1 inh	PAD4 inh	GSTO1 counter	PAFAH1B2 inh	pPAFAH inh
- CNC(=S)N1CCC(NC(=O)C(Cc2ccc(F)cc2)NC(C)=O)CC1 (centres undefined)
    16	2	4	7	-3	0	2	1	0
- Cc1ccc(NC(=O)COC(=O)CN2C(=O)COc3ccccc32)cc1
    -7	1	2	3	-2	-3	-2	2	-3
- O=C(CN(Cc1ccc(F)cc1)S(=O)(=O)c1ccc(S(=O)(=O)N2CCOCC2)cc1)Nc1ccccc1
    -8	0	1	-4	-3	-6	4	-1	2
- COc1ccc2nc(N(Cc3ccccc3)C(=O)CCNC(C)=O)sc2c1
    9	-2	6	3	-2	0	10	-3	0
- COc1cc(/C=C/C(=O)OCc2csc(CC(=O)Nc3ccc(C)cc3)n2)ccc1OCC#N
    -20	-6	5	-4	-7	-4	.	-6	8
- NC(=O)COC(=O)c1c2c(nc3ccccc13)CCCC2
    -10	0	6	7	-6	2	2	3	-1
- CC(C)(C)Nc1nc(Cl)nc(NC(C)(C)C)n1
    6	0	-2	-6	2	-1	3	2	-3
- COc1ccc(N2CCN(c3nc4c(c(=O)[nH]c(=O)n4C)n3Cc3cccc(C)c3)CC2)cc1
    51*	4	0	7	16	5	-4	2	9
- COc1ccc(CCNC(=O)COC(=O)/C=C/c2ccc(OCC#N)c(OC)c2)cc1
    -7	2	12	7	3	-4	6	1	-2
- CC(C)CC(=O)NC(=S)Nc1cccc(NC(=O)c2ccccc2)c1
    -17	-7	1	10	-4	0	0	2	-12
- CCO[C@@H]1OC(C(=O)NCc2nc3ccccc3[nH]2)=C[C@H](C)[C@H]1CCCO
    7	-3	-2	-7	-4	2	4	6	-2
- O=C(c1cc2ccccc2cc1O)N1CCN(c2ccccc2O)CC1
    15	-2	11	-3	4	-2	10	-1	16
- COc1ccc(OC)c2c1C(=O)c1ccccc1C2=O
    14	22*	.	22	28*	41*	10	.	19
- O=C(NCCCN1CCCC1=O)c1cc(NS(=O)(=O)c2ccc(F)cc2)cc(NS(=O)(=O)c2ccc(F)cc2)c1
    -11	-5	10	4	-1	2	8	15	34*
- Cc1ccc2[nH]c(=O)c(CN(Cc3cccs3)Cc3nnnn3Cc3ccccc3)cc2c1
    -19	-3	6	-8	-6	-2	-12	21	11
- Cc1cc(N/N=C/c2c[nH]c3ccccc23)c2ccccc2n1
    7	-1	2	0	8	-3	5	-5	3
- OC(COC(c1ccc(Cl)cc1)c1ccc(Cl)cc1)CN1CCN(c2ccccn2)CC1 (centres undefined)
    8	-5	0	1	5	2	3	1	1
- CCC(C)(C)n1c(=O)[nH]c2c(c1=O)CCC2
    -1	0	3	0	4	2	3	5	-3
- COc1cc(C2CC(=O)c3c([nH]c(C(=O)OCCOC(C)C)c3C)C2)cc(OC)c1OC (centres undefined)
    -4	2	0	-6	8	-1	1	0	0
- CC1(C(=O)N2CC3(CC(c4cccc([N+](=O)[O-])c4)=NO3)C[C@H]2C(=O)NCC(N)=O)CC1 (some centres undefined)
    2	2	-2	2	1	-1	-3	-3	-3
- CC(C)C(NC(=O)c1ccco1)C(=O)NCC(c1ccco1)N1CCCCC1 (centres undefined)
    -2	-2	-1	-8	3	1	-2	3	2
- O=C1CN(C(=O)CSc2nc3ccccc3c(=O)n2Cc2ccc(F)cc2)c2ccccc2N1
    -7	-4	2	-19	-2	3	4	2	2
- COc1ccc(C(C(=O)NCC2CCCO2)N(Cc2ccco2)C(=O)c2snc(C(N)=O)c2N)cc1OC (centres undefined)
    1	0	5	2	-2	0	3	-2	4
- Cc1cc(C(C)(C)C)nc2[nH]n(-c3ccccc3)c(=O)c12
    10	-4	10	-3	5	-1	3	7	-3
- COc1cccc(N2CCN(S(=O)(=O)c3ccc4c(c3)N(C(C)=O)CCO4)CC2)c1
    -6	-1	0	3	0	-1	-3	2	2
- CC1=NN(C(=O)c2cc(C)nn2C)C(O)(C(F)(F)F)C1 (centres undefined)
    7	0	10	-4	1	-5	6	6	0
- CCCc1c(O)nc(SCCN(CCC)CCC)[nH]c1=O
    -6	0	4	5	1	48*	2	-2	7
- O=C(NNC(=O)c1ccccc1Br)c1ccncc1
    -3	7	4	1	-3	4	6	8	2
- Cc1ccc(S(=O)(=O)NCC(=O)N(CC2CCCO2)C(C(=O)NC2CCCCC2)C(C)C)cc1 (centres undefined)
    -3	-3	4	-3	2	-5	-6	4	3
- COc1ccc(NC(=S)Nc2ccc(OC(F)F)cc2)cn1
    -2	2	7	0	0	-4	-8	-2	2
- CCN(CC)CCNC(=O)NC(=O)c1ccc(Cl)cc1
    5	3	3	8	3	-4	2	4	4
- COc1ccc2oc(-c3ccc(C)c(NC(=O)c4ccc(N5CCOCC5)c([N+](=O)[O-])c4)c3)nc2c1
    22	-6	-8	-10	-3	-3	-3	0	-8
- O=C(COC(=O)C1(c2ccccc2F)CCCC1)NC1CCS(=O)(=O)C1 (centres undefined)
    -5	5	9	4	4	-3	6	7	3
- CCCc1cc(=O)[nH]c(SCC(=O)N2CCN(S(=O)(=O)c3ccccc3)CC2)n1
    2	0	9	5	9	-4	1	0	6
- COc1ccc(CCC(=O)Nc2ccc(Cn3ccnc3)cc2)cc1
    1	2	15	3	6	-1	-2	-4	-1
- O=C(O)C(Cc1ccc(O)cc1)N1C(=O)C2CCCCC2C1=O (centres undefined)
    -5	1	2	0	-3	-2	-1	0	1
- O=S(=O)(c1ccc(-c2nnc(SCc3nnc(-c4ccccc4)o3)o2)cc1)N1CCCC1
    8	3	-3	7	-2	-9	-1	6	2
- Cc1ccc(N2CC(C(=O)N/N=C/c3cccc([N+](=O)[O-])c3)CC2=O)cc1 (centres undefined)
    0	2	8	8	5	0	2	3	7
- Cc1cccc(NC(=O)c2cccc(C(F)(F)F)c2)c1
    17	-6	0	-1	-3	4	-9	2	-6
- O=C(CSc1ncc(-c2ccc(F)cc2)[nH]1)Nc1cccc(O)c1
    7	-2	3	-3	3	-1	3	-3	4
- CCOC(=O)c1cc(-c2ccccc2)n(CC(=O)Nc2cccc(OC)c2)c1C
    -2	-2	-2	0	-6	-1	13	3	4
- O=C(Nc1ccon1)c1ccc(N2CCCCC2)c([N+](=O)[O-])c1
    3	-2	-8	-3	2	-4	-3	6	6
- O=C(CSc1nc(O)c(C2CCCCC2)c(=O)[nH]1)NCC1CCCO1 (centres undefined)
    3	1	-5	1	1	8	10	2	3
- CC(=O)NCC1CCCN(Cc2cn(-c3ccccc3F)nc2-c2cc(C)sc2C)C1 (centres undefined)
    0	4	5	-3	4	-1	5	-2	9
- COC(=O)c1ccc(C(=O)Nc2ccc(F)cc2)cc1
    2	1	8	-2	5	-7	4	1	3
- CCOC(=O)C1(Cc2cccc(F)c2)CCN(Cc2ccon2)CC1
    1	0	.	0	4	-4	-3	.	3
- COc1ccc(-n2c(Cc3cccn3C)nnc2SCC(=O)Nc2ccc(C(C)=O)cc2)cc1
    11	0	3	7	-2	-4	4	-1	7
- Cc1nnn(C23CC4CC(CC(C4)C2)C3)n1
    4	0	3	-4	0	-1	-7	5	-2
- CC1(C)CC(=O)C/C(=N/NC(=O)COc2ccc3ccccc3c2Br)C1
    31	0	4	1	0	-7	-5	9	8
- C=CCSc1nnc(NC(=O)c2ccc(NC(C)=O)cc2)s1
    13	1	8	8	0	-3	-16	4	2

# Further structures follow:
# Each structure is followed by: PREPL inhibitor	LYPLA1 inh	PAFAH1B3 FP inh	LYPLA2 counter	PME-1 inh	PAD4 inh	GSTO1 counter	PAFAH1B2 inh	pPAFAH inh
- CC(=O)c1cccc(NC(=O)NCc2ccco2)c1
    -7	-3	-1	-4	-10	2	-6	6	3
- Cc1cc2c(s1)c1cnn(CC(=O)NCCc3ccccc3)c(=O)c1n2C
    12	-3	.	-6	-23	-1	-2	.	5
- Cc1cc(OCCCn2ccnc2)cc(C)c1Cl
    1	-1	2	1	2	-5	-6	-2	3
- NC(=O)C1CCN(C(=O)CCNS(=O)(=O)c2cc(Br)cnc2N)CC1
    -1	2	8	7	8	3	2	1	5
- CCOC(=O)CNC(=O)C12CC3CC(CC(C3)C1)C2
    6	4	5	7	1	-2	7	3	3
- Cc1nn(Cc2nnc(SCC(=O)Nc3cccc(C(F)(F)F)c3)n2C)c(C)c1[N+](=O)[O-]
    10	3	.	1	-4	0	4	.	5
- CCCC(=O)Nc1sc(Cc2ccccc2)c(C)c1C(N)=O
    5	1	4	0	0	4	2	-1	7
- O=C(Cn1ncc2c([nH]c3ccccc32)c1=O)N1CCN(c2ccc(F)cc2)CC1
    7	-3	3	1	-1	-2	5	2	3
- COc1ccc(N(C)S(=O)(=O)c2cccc(C(=O)NC3CCCCC3C)c2)cc1 (centres undefined)
    9	3	14	2	0	2	3	4	3
- CCCN1CCN(CCCNC(=O)c2ccc3c(c2)NC(=O)c2ccccc2S3)CC1
    -2	-2	6	-6	-3	1	4	-1	3
- COc1ccc(CCN=c2c([N+](=O)[O-])nn(-c3cccc(C)c3)n2O)cc1OC
    10	0	19	4	-1	-1	11	6	4
- CN(CC1CCCO1)S(=O)(=O)c1ccc(C(=O)Nc2ccc3c(c2)OCO3)cc1 (centres undefined)
    15	0	8	2	2	-3	5	2	3
- Cc1cc(C(=O)NC(C)C2CCCO2)no1 (centres undefined)
    9	2	11	0	2	-8	-12	5	-9
- CCN(CC)C(=O)Cn1cnc2ccccc2c1=O
    5	-2	4	6	2	-1	-3	-3	8
- COc1ccc(NS(=O)(=O)c2ccc(O)c(C(=O)OCC(=O)N3CCCCC3)c2)cc1
    5	0	5	0	2	0	.	13	15
- CSCCC(NS(=O)(=O)c1ccc2c(c1)OCCO2)C(=O)N(C)Cc1ccc(C)cc1 (centres undefined)
    -1	-1	3	4	3	2	-4	7	6
- Cc1cccc(C)c1NC(=O)c1ccc(OCc2c(C)noc2C)cc1
    5	.	2	.	.	-2	.	1	2
- O=C(CCNC(=O)c1ccccc1Cl)Nc1nc2ccccc2s1
    10	-5	4	-4	5	-3	5	-1	4
- COc1c(C)cccc1C(=O)Nc1cc(Cl)ccc1N1CCOCC1
    11	-2	3	1	0	-1	-5	1	3
- CCN(CC)C(=O)c1ccccc1NC(=O)c1ccccc1
    3	1	4	2	2	-4	14	-1	0
- O=C(CSc1cccc[n+]1[O-])c1ccc(Cl)cc1
    12	-1	5	4	-2	-2	4	-2	5
- O=C(CCN1C(=O)C2C3C=CC(C3)C2C1=O)Nc1c(F)cc(F)cc1Br (centres undefined)
    2	-1	3	-1	-3	0	-1	0	7
- O=c1[nH]c(COc2ccccc2)nc2ccccc12
    8	-3	6	-9	-1	-8	2	1	8
- COC(=O)c1ccc(COc2ccc3c(C)c(C)c(=O)oc3c2)o1
    0	4	3	9	1	-2	-4	5	6
- COc1ccc(C2/C=C\CN(S(=O)(=O)c3ccc(C)cc3)CC(=O)N2Cc2ccc(F)cc2)cc1 (centres undefined)
    -6	-7	1	-2	-10	0	8	4	8
- Cc1ccc(C2c3[nH]c4ccccc4c3C[C@H]3C(=O)N(c4ccccc4C(=O)NCCN4CCOCC4)C(=O)N23)cc1 (some centres undefined)
    3	-2	2	5	3	3	0	-2	-2
